GAA inh – alpha-glucosidase (human) inhibition | actives 0.005% (n = 200,000) | purified human GAA, 4-MU-alpha-glucoside fluorescence | Potency, µM (doses to about 76.9 µM), for the others: at the top dose activity change, negative = inhibition, hits mostly inhibitors | P10253 | AID 1466;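 also: plate controls were uninhibited enzyme wells for no effect and no-enzyme background for full effect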
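Human alpha-glucosidase, 4 nM, pre-mixed with test compounds before 400 uM 4-methylumbelliferyl substrate; 20 min room temperature at pH 5.0. Fluorescence read after pH 10 stop; AC50 values from Hill-equation fits.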
RGS12 GoLoco inh – blocks human Gai1 binding to RGS12 GoLoco peptide, red readout | P63096 | Gai1:RGS12 GoLoco peptide FP, rhodamine, 10 min | Potency, µM (highest dose often 61.6 µM), for inactives: at the highest dose activity, negative = inhibition, actives largely listed as inhibitors | actives 0.44% (n = 230,000) | AID 880; active = well fitted inhibition curve with a large enough effect, not every such curve was filed as active; inactive = no such curve, though single readings can be large or run the other way; also: % is scaled to controls: 0 for no effect and ±100 for the full control effect; nearly all actives have a fitted effect of over 30% in size; many of its hits are not listed in these tables
Target sequence (P63096 whole entry, looked up): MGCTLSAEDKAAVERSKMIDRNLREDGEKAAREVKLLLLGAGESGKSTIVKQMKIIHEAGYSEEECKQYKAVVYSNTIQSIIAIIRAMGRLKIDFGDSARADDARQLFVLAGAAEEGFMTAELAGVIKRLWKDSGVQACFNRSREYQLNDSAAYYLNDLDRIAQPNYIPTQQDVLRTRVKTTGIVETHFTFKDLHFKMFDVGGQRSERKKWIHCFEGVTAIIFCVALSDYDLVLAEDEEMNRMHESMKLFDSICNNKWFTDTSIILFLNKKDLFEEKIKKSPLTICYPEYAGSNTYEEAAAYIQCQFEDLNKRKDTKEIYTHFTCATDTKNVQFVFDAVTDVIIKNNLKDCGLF
aGlu spleen mod – inhibitors or activators of human alpha-glucosidase in spleen homogenate | Potency, µM (highest dose often 79.9 µM), for the others: top-dose activity change, negative = inhibition, actives largely listed as inhibitors | human spleen homogenate, 4-MU-alpha-glucoside fluorescence | actives 0.006% (n = 240,000);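 also: 0% = enzyme with vehicle and -100% = no enzyme basal signal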
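Compounds were titrated against alpha-glucosidase in spleen homogenate at pH 5.0, with 1 mM 4-methylumbelliferyl substrate for 40 min at 37 C. Reactions were quenched with pH 10 NaOH/glycine and fluorescence measured.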
HttQ103 aggreg – mutant huntingtin aggregation inhibition | PC12 HttQ103-GFP aggregates, Acumen cytometry, 40 h | Potency, µM (series often up to 46.1 µM), inactives show at the top dose activity change, negative = inhibition, actives largely listed as inhibitors | actives 1.1% (n = 220,000) | AID 1688; also: % is scaled to controls: 0 for no effect and ±100 for the full control effect; nearly all actives have a fitted effect of over 60% in size
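Using laser scanning cytometry, GFP-positive aggregates were counted after lysis of PC12 cells induced with 100 nM tebufenozide to express HTT exon 1 Q103–GFP. Compounds were tested in titration.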
HTT ATP protect – Huntington cell model cytoprotection by ATP luminescence; PC12 HTT-Q103 induced, cytoprotection, ATP luminescence, 40 h; Potency, µM (series often up to 56.4 µM), without a hit: cytoprotection (ATP increase), usual class: activators; actives 0.14% (n = 230,000); AID 1471;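 also: % of control where 0% means no effect; nearly all actives have a fitted effect of over 45% in size; toxic huntingtin expression switched on by the ecdysone agonist tebufenozide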
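PC12 cells stably carrying ecdysone-inducible Htt exon 1 (Q103)–GFP were induced with 100 nM tebufenozide (final) alongside library compounds in a dose series. Cytoprotection was scored as retained ATP by ATPlite luminescence.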
GAA glycogen – GAA glycogen-cleavage inhibition or activation. actives 0.38% (n = 300,000). P10253. AID 2100. Potency, µM (highest dose often 76.4 µM), for the others: at the highest dose activity change, negative = inhibition, hits mostly inhibitors. recombinant GAA, glycogen substrate, Amplex Red glucose oxidase fluorescence;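 also: 0% = full enzyme reaction and -100% = no-enzyme basal signal; the screen sought inhibitors and activators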
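Recombinant human alpha-glucosidase (4 nM final) hydrolysed bovine liver glycogen (30 ug) for 40 min at 37 C in pH 5.0 citrate/phosphate with 0.01% Tween-20. Released glucose detected by glucose oxidase/Amplex Red, Ex 573/Em 610 nm. Compounds up to 77 uM; AC50 from Hill fits.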
IMPase Li cell – IMPase inhibition in cells with lithium potentiation | CHO-M1 cells, IP1 TR-FRET (IP-One), carbachol + lithium | Potency, µM (doses to about 59.4 µM), for inactives: at the highest dose activity, negative = IMPase inhibition, most hits filed as inhibitors | actives 0.35% (n = 210,000) | AID 1457;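 also: IP1 builds up when IMPase is blocked and the TR-FRET signal falls; plate controls were basal vehicle for no effect and high inhibitor control for full effect; nearly all actives have a fitted effect of over 50% in size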
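Test compounds were applied to CHO-M1 cells previously cultured for 16–30 h at 2000 per well. A small lithium amount accompanied them; after 30 min at 37C, IP1 was quantified by TR-FRET.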
The depositor's hits bear a star; ? = inconclusive; / = no result given; & = joins results of further samples; [ ] = remark or other dose. Unless noted, calls follow the shape of the dose curve; as a rule, active = well fitted curve in the direction sought with a large enough effect; inconclusive = small, poorly fitted or top-dose-only effect, or another doubt; inactive = no such curve, though single readings can be large; an effect the other way counts as inactive or inconclusive. Potency is read from the fitted curve at half-maximal effect. Not all compounds are listed (hit frequency here may not be typical).

SMILES	GAA inh	RGS12 GoLoco inh	aGlu spleen mod	HttQ103 aggreg	HTT ATP protect	GAA glycogen	IMPase Li cell
C/C(=N/NC(=O)c1ccccc1O)c1ccc(N2C(=O)C3CCCCC3C2=O)cc1 (configuration not stated)	6%	6%	-2%	3%	-12%	?	4%[38.3 µM]
O=C(CSc1nc2[nH]ncc2c(=O)[nH]1)NCc1ccc(F)cc1	-2%	0%	3%	-22%	-13%[10 µM]	-8%	12%
CCCNC(=O)[C@H]1O[C@@H]1C(=O)N[C@H](C(=O)N1CCC[C@H]1C(=O)OC)[C@@H](C)CC	/	6%	-13%	/	-73%[inhibitor]	/	1%
Cc1oc(-c2ccccc2Cl)nc1CSCC(=O)NC1CCCC1	-4%	3%	-8%	11%[9.22 µM]	-22%	5%	25%[38.3 µM]
O=C(Cn1cc(C(F)(F)F)ccc1=O)NCCc1ccc(Cl)cc1Cl	-2%	-16%	-3%	-19%	-13%[1.9 µM]	15%	-8%
CC/C=C\C/C=C\C/C=C\C/C=C\C/C=C\C/C=C\CCC(=O)O	/	-5%&-18%&0%	3%&5%&4%	29%	11%&-18%&-11%&23%	/	-7%&-27%&30%
CN1CCc2ccccc2CC1=O	4%	-2%	1%	-11%	/	2%	6%
Cc1cc2nc(C3CCCN(C(=S)Nc4ccccc4C)C3)[nH]c2cc1C (configuration not stated)	-6%	12%	-10%	16%	-8%	-10%	6%[38.3 µM]
COc1ccccc1NCCC(=O)OCC(=O)Nc1ccc(Cl)cn1	0%	-2%	-12%	18%	-25%	-4%	2%[38.3 µM]
CCOC(=O)c1c(C)[nH]c(C(=O)CSc2ccc(Cl)cc2)c1C	-6%	-2%	-2%	-24%	-39%[inhibitor]	0%	32%[38.3 µM]
COc1cccc(/C=C/C(=O)OCC(=O)Nc2cccc(S(=O)(=O)N(C)C)c2)c1	3%	4%	2%	-3%	-22%	-29%	0%
O=C(CCC1CCCCC1)Nc1ccccc1O	-16%	7%	-3%	10%	19%[0.074 µM]	-28%	19%[38.3 µM]
CC(C)Sc1nc(C(F)(F)F)cc(=O)n1-c1ccccc1	-3%	5%	-4%	8%	3%	-14%	-1%[38.3 µM]
O=C(CSCCc1ccccn1)Nc1ccc(Br)cn1	0%	0%	-11%	15%	-9%	2%	4%[38.3 µM]
Cc1cc(C)c2c(=O)[nH]c(SCC(=O)Nc3ccc(N(C)C)cc3)nc2n1	11%	-37%	-1%	0%	5%	-22%	15%[38.3 µM]

Retrieved by structure from the list above, 4 records:
SMILES	GAA inh	RGS12 GoLoco inh	aGlu spleen mod	HttQ103 aggreg	HTT ATP protect	GAA glycogen	IMPase Li cell
Cc1cc(C)c2c(=O)[nH]c(SCC(=O)Nc3ccc(N(C)C)cc3)nc2n1	11%	-37%	-1%	0%	5%	-22%	15%[38.3 µM]
O=C(Cn1cc(C(F)(F)F)ccc1=O)NCCc1ccc(Cl)cc1Cl	-2%	-16%	-3%	-19%	-13%[1.9 µM]	15%	-8%
COc1ccccc1NCCC(=O)OCC(=O)Nc1ccc(Cl)cn1	0%	-2%	-12%	18%	-25%	-4%	2%[38.3 µM]
Cc1oc(-c2ccccc2Cl)nc1CSCC(=O)NC1CCCC1	-4%	3%	-8%	11%[9.22 µM]	-22%	5%	25%[38.3 µM]

Returning to the listing; the 2 compounds before the break are reprinted first.
SMILES	GAA inh	RGS12 GoLoco inh	aGlu spleen mod	HttQ103 aggreg	HTT ATP protect	GAA glycogen	IMPase Li cell
O=C(CSCCc1ccccn1)Nc1ccc(Br)cn1	0%	0%	-11%	15%	-9%	2%	4%[38.3 µM]
Cc1cc(C)c2c(=O)[nH]c(SCC(=O)Nc3ccc(N(C)C)cc3)nc2n1	11%	-37%	-1%	0%	5%	-22%	15%[38.3 µM]
CC(=O)Nc1ccc(C(=O)CSc2nnc(Cn3nnc4ccccc43)n2C)cc1	3%	-3%	-5%	20%	10%	-3%	4%[38.3 µM]
S=C(NCCc1ccccc1)N/N=C/c1cccc(Cl)c1Cl	1%	1%	-4%	1%	-5%[10 µM]	-10%	12%
O=C(Nc1ccc(Br)cc1)c1ccc(N2C(=O)C3CC=C(Cl)CC3C2=O)cc1 (configuration not stated)	-8%	21%	7%	-24%	-3%	7%	20%[38.3 µM]
CN(CC(=O)Nc1ccc(C#N)cc1)Cc1ccc(Cl)c(Cl)c1	-5%	-11%	-5%	-29%	-10%	-2%	4%[38.3 µM]
O=C(O)c1cc(-c2cccs2)nn1-c1ccccc1	-3%	8%	-1%	9%	-150%[inhibitor]	3%	-7%
CCCc1cc(=O)[nH]c(SCC(=O)c2ccc3c(c2)NC(=O)CO3)n1	/	1%	-1%	7%[9.22 µM]	20%[10 µM]	3%	/
Cc1cc(C)nc(NS(=O)(=O)c2ccc(N/C=C/C(=O)c3ccc(Cl)cc3)cc2)n1	-4%	15%	-7%	3%	?	17%	-3%
Cc1ccccc1NC(=O)/C(C#N)=C\c1cn(CC(=O)O)c2ccccc12	?	10%	3%	-2%[9.22 µM]	-16%[10 µM]	-1%	3%
Nc1ccc(O)cc1C(=O)OCC(=O)c1ccc(C2CCCCC2)cc1	-14%	6%	7%	?	-34%[10 µM]	?	-1%
CCN(CCO)C(=O)C(c1ccccc1)c1ccccc1	-14%	1%	1%	?	7%	2%	0%[38.3 µM]
CN(C)CCNC(=O)c1c(CSc2ccccc2)noc1C(=O)NCc1ccccc1	/	0%	3%	13%[9.22 µM]	5%[10 µM]	11%	/
CCCN1CCC(=NNc2ccc(S(N)(=O)=O)cc2[N+](=O)[O-])CC1	0%	10%	-7%	5%	-1%[10 µM]	?	8%
O=c1c2[nH]c3ccccc3c2ncn1CCCn1ccnc1	-2%	8%	-1%	-1%	-7%[0.074 µM]	2%	15%[38.3 µM]
Cc1ccccc1OCc1nc2ccccc2c(=O)n1NC(=O)c1ccco1	-4%	-4%	3%	-12%	32%[10 µM]	0%	2%
CCOc1ccc(S(=O)(=O)N(CC)CC)cc1N	7%	2%	-1%	2%	-11%	-5%	4%
COc1ccc(C2(NC(C)=O)CCN(C(=O)CCC(=O)O)CC2)cc1	3%	9%	1%	0%[9.22 µM]	12%	3%	-8%[38.3 µM]
O=C(Cc1ccccc1F)OCC(=O)N1CCN(C(=O)c2ccco2)CC1	-6%	-10%	4%	10%	5%[10 µM]	2%	8%
O=S(=O)(c1cc(Cl)ccc1Cl)N1CCNCC1	-7%	-9%	-1%	7%	21%[10 µM]	18%	21%[38.3 µM]
Cc1ccn2cc(CNS(=O)(=O)c3cccs3)nc2c1	/	5%	6%	9%[9.22 µM]	8%[10 µM]	5%	/
CCSc1nnc(-c2ccncc2)n1Cc1ccccc1	3%	9%	-4%	-4%	-18%	0%	27%[38.3 µM]
O=C(CCc1nc2ccccc2[nH]1)N1CCc2ccccc2C1	2%	-14%	2%	11%	-11%	-4%	5%
O=C(c1cnccn1)N1CCC2(CC1)CCN(c1ccncc1)CC2	/	-1%	8%	/	2%	/	8%
COC(=O)C1C(O)=C(C=NCC(C)N=CC2=C(O)C(C(=O)OC)C(C)(C)CC2=O)C(=O)CC1(C)C (configuration not stated)	-7%	-6%	5%	?	23%	-1%	3%[38.3 µM]
C=CCN1CCN(C(c2ccccc2)c2nnnn2CCC(C)C)CC1 (configuration not stated)	-5%	-14%	8%	2%	-25%	1%	-2%[38.3 µM]
Cn1c(N2CCN(C(=O)Nc3ccc(F)cc3)CC2)nc2ccccc21	-4%	7%	-4%	?	30%[1.9 µM]	1%	9%
Cc1ccc(OCC(=O)Nc2ccc(S(=O)(=O)Nc3ccccn3)cc2)cc1	7%	5%	3%	5%	-29%	7%	-1%
COc1ccc(NC(=O)Nc2nc3ccccc3s2)cc1	/	2%	-3%	-1%[9.22 µM]	-38%[10 µM]	3%	/
O=C(CCC1CCCN(Cc2ccncc2)C1)NCc1ccc(F)c(F)c1 (configuration not stated)	11%	13%	-12%	8%[9.22 µM]	14%[10 µM]	2%	16%
Cc1nc2ccc(NC(=O)N3CCCCC3)cc2s1	-4%	-9%	-22%	5%	-2%	2%	24%[38.3 µM]
Cc1ccc(OCC(=O)OCC(=O)Nc2sccc2C(N)=O)cc1C	2%	/	-6%	1%	2%[10 µM]	7%	/
CC(/C=N/NC(=O)Cc1cccn1C)=C\c1ccccc1	2%	6%	-3%	9%	23%[10 µM]	-2%	6%
CC(=O)NCCc1ccc(S(=O)(=O)Nc2cccnc2)cc1	-1%	4%	1%	-17%	1%[10 µM]	2%	0%
Cn1c(=O)c2c(nc(N/N=C/c3cccnc3)n2Cc2ccc(F)cc2)n(C)c1=O	/	8%	3%	-6%[9.22 µM]	10%[10 µM]	-6%	/
O=C(NNS(=O)(=O)c1ccc(Br)cc1)c1ccncc1	11%	8%	4%	12%	-1%	?	5%[38.3 µM]
COCc1nnc(SCC(=O)NC(C)c2ccccc2)n1-c1ccccc1 (configuration not stated)	2%	-4%	1%	5%	15%[10 µM]	2%	14%[38.3 µM]
CCC(=O)N1C(C(=O)O)CSC1c1ccc(OC)cc1 (configuration not stated)	-4%	-2%	-7%	1%	0%	-4%	0%[38.3 µM]
COc1ccc(Cc2noc(CN3CCN(c4ccc(Cl)cn4)CC3)n2)cc1OC	12%	20%	-1%	/	/	-6%	19%
Cc1cc(S(=O)(=O)N(C)CCc2ccccc2)ccc1-n1cnnn1	-5%	/	1%	-14%	8%[10 µM]	7%	/
COC(=O)c1ccc(CSc2nnc(N)s2)o1	-6%	254%[activator]	-3%	13%[9.22 µM]	4%[10 µM]	-9%	3%
COc1cc(-c2[nH]ncc2CN(C)Cc2cc(C)[nH]n2)cc(OC)c1OC	-1%	27%	2%	1%[9.22 µM]	-11%[10 µM]	-9%	4%
Cc1ccc(CN2CCN(/N=C/c3cc([N+](=O)[O-])ccc3Cl)CC2)cc1	?	-7%	-7%	0%	7%	-3%	25%[38.3 µM]
O=C(CCSCc1ccc(Cl)cc1)NCc1ccco1	2%	-3%	-4%	-8%	?	1%	0%
CC1c2[nH]c3ccccc3c2CCN1C(=O)Nc1ccccc1 (configuration not stated)	1%	21%	-8%	-22%	9%[10 µM]	-3%	19%
C=CCOc1ccc(NC(=O)C2CC(=O)N(C(C)C)C2)cc1 (configuration not stated)	?	-26%	-3%	-1%	5%	8%	22%[38.3 µM]
CCN(CC)S(=O)(=O)c1ccc2oc(C(=O)NCCCN3CCOCC3)c(C)c2c1	-6%	-2%	-13%	1%	-4%	1%	37%[activator][38.3 µM]
CCNC(=S)N(CCc1ccccc1C)Cc1cc2cc(OC)c(OC)cc2[nH]c1=O	-23%	0%	2%	10%	-13%[10 µM]	0%	2%
CC(CC(=O)Nc1ccncc1)c1ccccc1 (configuration not stated)	-6%	-1%	1%	-12%	19%	2%	21%[38.3 µM]

Compound activity (PubChem BioAssay)
